Screening results from PubChem BioAssay.
GPR55 antagonists = GPR55 antagonists blocking LPI-driven arrestin recruitment, primary screen, imaging, U2OS, beta-arrestin-GFP, LPI agonist (AID 2013); U2OS GPR55 beta-arrestin-GFP translocation imaging, LPI antagonism; higher % means a stronger effect; one-dose inhibition, % at 10 µM; IC50 in µM for titrated hits; 290,000 compounds, 0.13% hits;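 active = spots per cell inhibited over 60%, with over 100 cells counted and total cytoplasm intensity under 500,000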;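 also: U2OS cells stably carrying GPR55 and arrestin-GFP stimulated by 5 µM LPI near EC80; imaged beta-arrestin-GFP aggregate spots per cell after agonist stimulation; plate controls were LPI-stimulated DMSO wells for no effect and DMSO wells without LPI for full effect; some results filed as inactive read as strong as hits; confirmed hits need IC50 under 10 µM and bright autofluorescent wells are also inconclusive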
GPR35 antagonists = GPR35 antagonists blocking zaprinast-driven arrestin recruitment, primary screen, imaging, U2OS, beta-arrestin-GFP, zaprinast agonist (AID 2058); 290,000 compounds, 0.052% hits; inhibition, % at 10 µM, or IC50 in µM where a hit was titrated; U2OS GPR35 beta-arrestin-GFP translocation imaging, zaprinast antagonism; higher % means a stronger effect;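 active = inhibition of at least 50% with at least 30 cells and total cytoplasm GFP at most 10,000,000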
KOR beta-arrestin-1 = KOR antagonists, beta-arrestin recruitment, cell-based, luminescence, uHTS (AID 1778) | KOR beta-arrestin recruitment, luminescence, antagonist mode; higher % means a stronger effect | inhibition, % at 10 µM, or IC50 in µM where a hit was titrated | 290,000 compounds, 0.091% hits; in the data active = inhibition above about 50%; also: strong numbers were not always called active
AID2073 = disruptors of CaV2.2 binding to Mint1 – biochemical, HTRF (AID 2073) | HTRF protein-protein interaction, Mint1-CaV2.2; higher % means a stronger effect | one-dose inhibition, % at 20 µM; IC50 in µM for titrated hits | 290,000 compounds, 0.19% hits; in the data active = inhibition mostly above about 51%, no sharp cut-off; also: some results filed as inactive read as strong as hits
GPR55 activation = selective activators of receptor GPR55 – imaging, U2OS cells, beta-arrestin-GFP redistribution, primary screen (AID 1961); U2OS GPR55 beta-arrestin-GFP redistribution imaging; higher % means a stronger effect; 290,000 compounds, 0.048% hits; activation, % at 10 µM, or EC50 in µM where a hit was titrated;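 active = activation above 40% with more than 50 cells counted in the well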;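 also: U2OS osteosarcoma cells stably expressing GPR55 and beta-arrestin-GFP; plate controls were DMSO negative control for no effect and LPI positive control for full effect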
KOR beta-arrestin-2 = kappa opioid receptor activators – cell-based, luminescence, uHTS, primary screen (AID 1777); KOR beta-arrestin recruitment, luminescence; higher % means a stronger effect; activation, % at 10 µM, or EC50 in µM where a hit was titrated; 280,000 compounds, 0.02% hits; in the data active = activation above about 50%, passing the limit was not always enough; also: a part of the inactive calls stands beside numbers as strong as those of hits
HIV peptide binding = inhibitors of HIV fusion peptide binding, primary screen, biochemical, uHTS, fluorescence dequenching (AID 1986); 290,000 compounds, 0.3% hits; inhibition, % at 20 µM, or IC50 in µM where a hit was titrated; cell-free peptide binding, fluorescence dequenching, 30 min; higher % means a stronger effect; in the data active = inhibition mostly above about 52%, no sharp cut-off; inactive = mostly below about 76%; also: some results filed as inactive read as strong as hits
NOD1 NF-kB reporter = NOD1 signaling inhibitors, primary screen, cell-based, luminescence, uHTS (AID 1578); NOD1-driven NF-kB luciferase reporter cells, luminescence; higher % means a stronger effect; inhibition, % at 4 µM, or EC50 in µM where a hit was titrated; 290,000 compounds, 1% hits; in the data active = inhibition mostly above about 36%, no sharp cut-off; inactive = mostly below about 34%;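 also: HEK-293T reporter cells stimulated with the NOD1 agonist gamma-tri-DAP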
SIAH1 antagonists = Siah-1 peptide-binding antagonists, primary screen, biochemical, fluorescence polarization, rhodamine-plectin, uHTS (AID 1817); Siah-1 / rhodamine-plectin peptide fluorescence polarization; higher % means a stronger effect; one-dose displacement, % at 20 µM; IC50 in µM for titrated hits; 290,000 compounds, 0.02% hits;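 active = displacement of at least 50% at 20 µM, with a fluorescence ratio check between 0.3 and a set limit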;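 also: plate controls were Siah plus tracer with DMSO for no effect and tracer alone without Siah for full effect; strong numbers were not always called active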
* marks the source's active call; other numbers are inactive results; i = inactive; . = no result given; [ ] = another dose, or the depositor's remark. These rows are one share of the data; rates above refer to the full screens.

entry | Molecule | KOR beta-arrestin-2 | GPR35 antagonists | KOR beta-arrestin-1 | GPR55 activation | GPR55 antagonists
1 | CCO[C@@H]1OC(C(=O)N2CCCCCCC2)=C[C@H](c2csc3ccccc23)[C@H]1CCCO | -5.4% | 5% | 4% | -0.2% | -2%
2 | CCOC(=O)N1CCN(Cc2c(F)cccc2Cl)CC1 | 13% | -3% | 17% | 0.2% | -7%
3 | CCn1cc(CN2CCC(n3nccc3NC(=O)CCCc3ccccc3)CC2)c(C)n1 | 9.4% | 6% | -21% | -0.1% | 16%
4 | CC(=O)Oc1ccc2ccccc2c1C(NC(=O)Cc1ccccc1)c1ccccc1Cl (configuration not stated) | 3.2% | -2% | 26% | -0.1% | 1%
5 | Cc1ccc(-c2nc(CSc3nc4ccccc4c(=O)n3CCO)cs2)cc1 | -1.5% | -4% | 27% | -0.1% | 8%
6 | O=[N+]([O-])c1ccccc1-c1ccc(CN2CCN(c3ccccc3)CC2)o1 | -4.7% | 6% | -23%[20 µM] | 0.1% | -4%
7 | Cc1nnc(SCCOc2ccccc2)s1 | 0.7% | 9% | -25%[20 µM] | -0.1% | -6%
8 | CC(=O)N[C@@H](Cc1c[nH]c2ccccc12)C(=O)OCC(=O)Nc1ccc(Cl)c(S(=O)(=O)N(C)C)c1 | -0.4% | -10% | 24% | -0.4% | 4%
9 | O=C(C1CCCO1)N1CCN(S(=O)(=O)c2ccc(Br)cc2)CC1 (configuration not stated) | 5.9% | 1% | -10% | -0.2% | 1%
10 | O=C(COC(=O)c1n[nH]c(=O)c2ccccc12)c1ccccc1 | -2.7% | 2% | -2% | 0.5% | -4%
11 | C/C(Cc1ccccc1)=N\NC(=O)CNC(=O)c1ccc(C(C)(C)C)cc1 | -2.3% | 6% | -27% | 0.0% | 9%
12 | COc1ccc(CN(C)S(=O)(=O)c2nnc(NC(=O)c3ccccc3Br)s2)cc1 | -4.9% | -19% | 16% | -0.1% | 24%
13 | Cc1cc2cc(C)c3nnc(SCC(=O)N4CCCc5ccccc54)n3c2cc1C | -5.8% | -9% | 9% | -0.4% | 4%
14 | O=C(CSc1ccc(Br)c2cccc(Cl)c12)Nc1ccc(S(=O)(=O)Nc2nccs2)cc1 | 0.3% | -17% | -140%[20 µM] | -0.1% | 1%
15 | NC(=O)C1(N2CCCCC2)CCN(S(=O)(=O)c2cc(Cl)ccc2Cl)CC1 | -1.2% | 12% | -31% | -0.1% | -3%

entry | SIAH1 antagonists | NOD1 NF-kB reporter | AID2073 | HIV peptide binding
1 | 4% | -1% | -6% | 0.8%
2 | 2% | 15% | -8% | 1.0%
3 | 1% | -1% | -2% | 2.7%
4 | 1% | . | 17% | -0.4%
5 | 5% | 5% | 3% | 3.0%
6 | 4% | -1% | 4% | -0.6%
7 | -5% | -28% | -11% | -0.2%
8 | -1% | -18% | 4% | 0.7%
9 | -1% | -8% | 2% | 1.5%
10 | 0% | -26% | -2% | -2.5%
11 | -1% | -26% | 2% | 0.9%
12 | 4% | 12% | 24% | 12%
13 | 3% | -31% | 0% | 0.4%
14 | i | 43% | 25% | 53%
15 | 1% | -2% | -1% | 5.7%

Next records follow.
entry | Molecule | KOR beta-arrestin-2 | GPR35 antagonists | KOR beta-arrestin-1 | GPR55 activation | GPR55 antagonists
16 | O=C(c1ccccc1)c1ccc(Cn2cc(CCCO)nn2)cc1 | 1.7% | 13% | -11%[20 µM] | -0.3% | 8%
17 | COc1ccccc1N1CCN(C(=O)CCS(=O)(=O)c2ccc3c(c2)oc(=O)n3C)CC1 | 0.6% | 2% | 12% | 0.3% | -5%
18 | CCOC(=O)c1cc(=O)c2ccc(OCc3ccccc3)cc2o1 | -1.7% | -5% | -14% | 0.3% | 7%
19 | O=C(CN1CCC(C(=O)c2ccc3c(c2)OCCO3)CC1)Nc1ccccc1C(F)(F)F | -1.9% | 4% | -8% | -0.2% | 2%
20 | Cc1c(NC(=O)c2ccccc2NC(=O)c2ccccc2)cccc1C(=O)O | 0.1% | -5% | -52%[20 µM] | -0.4% | -1%
21 | CN(C)CCNC(=S)Nc1ccc(Cl)cc1 | -1.3% | -12% | -23% | -0.3% | 4%
22 | COc1ccc(Nc2oc(-c3ccc(OC)cc3)nc2C#N)cc1 | . | -3% | 4% | -0.1% | -10%
23 | COc1ccccc1CC(=O)Nc1ccc2c(C)cc(=O)oc2c1 | 2.6% | 12% | -4% | 0.8% | 5%
24 | CC(=O)c1ccc(N2CCN(C(=O)CCCn3c(=O)[nH]c4ccc(Br)cc4c3=O)CC2)cc1 | -0.2% | 14% | -6% | -0.8% | 1%
25 | Cc1ccc(N2C(=O)c3sc4nnc(C)c(=O)n4c3C2=O)cc1 | -0.9% | -5% | 10% | -0.2% | -3%
26 | Cc1cccc(C)c1NC(=O)NCCCN1CCN(c2ccccc2)CC1 | 6.8% | -4% | -10% | -0.7% | 13%
27 | N#Cc1nc(Cc2ccccc2)oc1N1CCCC1 | 1.6% | -1% | -43%[20 µM] | 0.5% | -10%
28 | CCOc1ccc(CCNC(=O)C2CCC(=O)N2C2CCCCC2)cc1OCC (configuration not stated) | 0.0% | 1% | -17% | -0.1% | 18%
29 | CCc1cc2cc(C)ccc2nc1SCC(=O)N1CCN(C(=O)c2ccco2)CC1 | -1.0% | -7% | -16% | 0.3% | 16%
30 | CCCc1ccc2oc(C(=O)N3CCC(COC)C3)c(C)c2c1 (configuration not stated) | -2.4% | -4% | -38%[20 µM] | -0.1% | -21%

entry | SIAH1 antagonists | NOD1 NF-kB reporter | AID2073 | HIV peptide binding
16 | -6% | 23% | 10% | -0.1%
17 | 2% | -10% | 4% | 0.1%
18 | 16% | -2% | 1% | 0.2%
19 | 0% | 12% | -10% | 1.8%
20 | -1% | -10% | 4% | 2.3%
21 | -1% | -17% | -19% | -2.3%
22 | 1% | -2% | 26% | -1.3%
23 | 11% | -38% | -6% | -0.5%
24 | 0% | -43% | 4% | -0.7%
25 | 0% | -17% | 13% | -1.8%
26 | 5% | -28% | -9% | -0.2%
27 | -2% | -25% | -11% | -1.1%
28 | 0% | 6% | 0% | -0.1%
29 | 6% | 19% | 1% | -0.4%
30 | 0% | -36% | -10% | -1.2%

4 records drawn at random from the list so far:
entry | Molecule | KOR beta-arrestin-2 | GPR35 antagonists | KOR beta-arrestin-1 | GPR55 activation | GPR55 antagonists
18 | CCOC(=O)c1cc(=O)c2ccc(OCc3ccccc3)cc2o1 | -1.7% | -5% | -14% | 0.3% | 7%
28 | CCOc1ccc(CCNC(=O)C2CCC(=O)N2C2CCCCC2)cc1OCC (configuration not stated) | 0.0% | 1% | -17% | -0.1% | 18%
25 | Cc1ccc(N2C(=O)c3sc4nnc(C)c(=O)n4c3C2=O)cc1 | -0.9% | -5% | 10% | -0.2% | -3%
30 | CCCc1ccc2oc(C(=O)N3CCC(COC)C3)c(C)c2c1 (configuration not stated) | -2.4% | -4% | -38%[20 µM] | -0.1% | -21%

entry | SIAH1 antagonists | NOD1 NF-kB reporter | AID2073 | HIV peptide binding
18 | 16% | -2% | 1% | 0.2%
28 | 0% | 6% | 0% | -0.1%
25 | 0% | -17% | 13% | -1.8%
30 | 0% | -36% | -10% | -1.2%

Next records:
entry | Molecule | KOR beta-arrestin-2 | GPR35 antagonists | KOR beta-arrestin-1 | GPR55 activation | GPR55 antagonists
31 | Cc1ccc(C)n1-c1nnc(N2CCC(C(=O)NCCCN3CC(C)CC(C)C3)CC2)s1 (configuration not stated) | 4.7% | 4% | 30% | -0.1% | 9%
32 | CCCNC(=O)CSc1nc(-c2cccs2)cc(C(F)(F)F)n1 | 0.4% | -2% | 10% | -0.1% | -4%
33 | O=C(CCN1C(=O)/C(=C/c2ccccc2Cl)SC1=S)NC1C=CS(=O)(=O)C1 (configuration not stated) | -0.2% | -17% | 8% | -0.1% | 22%
34 | COc1cccc(-c2cc(C(=O)N3CCN(Cc4ccccc4)CC3)no2)c1 | 3.4% | -4% | -16% | -0.1% | 12%
35 | COc1ccc(C)cc1S(=O)(=O)N(C)CC(=O)N1CCC(C(N)=O)CC1 | . | 4% | -17%[20 µM] | 0.9% | -9%
36 | CC(C)OCC(O)CN (configuration not stated) | -5.4% | 4% | -10% | 0.3% | -4%
37 | O=C(O)CCCC(=O)N1CCc2cc(S(=O)(=O)NCc3ccccc3)ccc21 | -7.0% | 17% | 5% | 0.7% | 12%
38 | CCOc1ccccc1NC(=O)c1c(Br)cnn1C | 5.8% | -2% | 23% | 0.3% | 1%
39 | CN(Cc1ccc(C#CCCO)cc1)CC1CCCN(CCc2ccc(Cl)cc2)C1 (configuration not stated) | 2.2% | -3% | -31%[20 µM] | -0.1% | 11%
40 | CCc1cc2c(=O)c(Oc3ccccc3F)c(C)oc2c(CN(C)C)c1O | 3.3% | -5% | 9% | 0.2% | 7%
41 | O=C(Cn1cnc2c(nnn2Cc2ccccc2)c1=O)c1ccc(Cl)cc1 | 4.2% | -5% | -8% | 0.0% | -3%
42 | CN(NC(=O)c1ccccc1)C1=NS(=O)(=O)c2ccccc21 | . | -5% | -28%[20 µM] | -0.2% | -12%
43 | O=C(O)CCC(=O)/C=C/c1ccccc1 | 1.4% | 2% | -17% | -0.2% | -2%
44 | Cc1ccc2nc(C)c(C)nc2c1N | -4.1% | 8% | 23% | 0.3% | -6%
45 | CNc1oc(-c2ccccc2Cl)nc1P(=O)(c1ccccc1)c1ccccc1 | 4.2% | 4% | -9% | 0.0% | 10%

entry | SIAH1 antagonists | NOD1 NF-kB reporter | AID2073 | HIV peptide binding
31 | -6% | 27% | 14% | 0.0%
32 | 2% | 12% | -5% | 0.9%
33 | 8% | 41% | 5.4µM* | -9.4%
34 | -3% | -13% | 11% | 2.5%
35 | 0% | -30% | 0% | 2.6%
36 | -2% | -16% | -5% | 1.9%
37 | -3% | -17% | 1% | -0.5%
38 | -6% | 14% | -4% | -1.0%
39 | 0% | -21% | 1% | 0.5%
40 | 1% | 30% | 1.5µM* | 2.6%
41 | 13% | 5% | 11% | 2.8%
42 | 0% | -40% | 12% | -1.1%
43 | 2% | 39% | 8% | -2.3%
44 | -1% | -22% | 0% | -3.5%
45 | -3% | 0% | -2% | -3.2%

Reformatted with values under each structure: three of the compounds above.
Order of values: KOR beta-arrestin-2 | GPR35 antagonists | KOR beta-arrestin-1 | GPR55 activation | GPR55 antagonists | SIAH1 antagonists | NOD1 NF-kB reporter | AID2073 | HIV peptide binding
35: COc1ccc(C)cc1S(=O)(=O)N(C)CC(=O)N1CCC(C(N)=O)CC1
→ . | 4% | -17%[20 µM] | 0.9% | -9% | 0% | -30% | 0% | 2.6%
39: CN(Cc1ccc(C#CCCO)cc1)CC1CCCN(CCc2ccc(Cl)cc2)C1 (configuration not stated)
→ 2.2% | -3% | -31%[20 µM] | -0.1% | 11% | 0% | -21% | 1% | 0.5%
43: O=C(O)CCC(=O)/C=C/c1ccccc1
→ 1.4% | 2% | -17% | -0.2% | -2% | 2% | 39% | 8% | -2.3%
